KCNH2 3.1 block: inhibitors of human KCNH2 3.1 potassium channel isoform; hit rate 0.95% among 340,000; activity change, % (tested at about 1.8 µM); U2OS KCNH2 3.1, thallium flux FluxOr; active compounds read low; AID 720553;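 active = maximum activity change below -70%; inconclusive = maximum activity change from -70% to -50%; inactive = maximum activity change above -50%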;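 also: thallium influx rate constant from kinetic fluorescence after stimulation buffer; % is scaled to controls: 0 for no effect and ±100 for the full control effect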
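Thallium flux read-out: FluxOr dye with Red40 quencher in HBSS/HEPES, 45 min at RT. Rate constants from kinetic reads were normalized to positive and negative DMSO controls. Cells: U2OS virally expressing the 3.1 isoform.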
FLuc modulator: firefly luciferase modulation, counter-screen for miR-21 project; purified FLuc, Km substrates, luminescence inhibition; Potency, µM (doses to about 57.5 µM), without a hit: at the highest dose activity change, negative = inhibition, actives largely listed as inhibitors; hit rate 6.9% among 360,000; AID 588342;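 also: potency is read from the fitted curve at half-maximal effect; plate controls were vehicle for no effect and reference inhibitor for full effect; nearly all actives have a fitted effect of over 55% in size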
Target sequence (P08659 whole entry, looked up): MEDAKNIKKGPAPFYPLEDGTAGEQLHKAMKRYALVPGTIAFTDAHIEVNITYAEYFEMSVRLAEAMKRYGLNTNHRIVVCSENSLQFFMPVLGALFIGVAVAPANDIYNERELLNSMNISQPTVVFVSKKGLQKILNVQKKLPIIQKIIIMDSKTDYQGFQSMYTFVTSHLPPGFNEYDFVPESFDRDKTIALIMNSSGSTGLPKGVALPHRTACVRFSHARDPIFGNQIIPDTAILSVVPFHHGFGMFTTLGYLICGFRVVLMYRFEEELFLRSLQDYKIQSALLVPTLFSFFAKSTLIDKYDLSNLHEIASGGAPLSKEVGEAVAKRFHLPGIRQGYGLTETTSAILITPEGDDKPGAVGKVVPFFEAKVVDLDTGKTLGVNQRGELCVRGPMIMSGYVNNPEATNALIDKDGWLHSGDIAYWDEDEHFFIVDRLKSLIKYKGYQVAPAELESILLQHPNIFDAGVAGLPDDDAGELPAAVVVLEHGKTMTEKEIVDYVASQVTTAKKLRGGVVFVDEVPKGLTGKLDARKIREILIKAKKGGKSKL
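Biochemical qHTS of compounds, final roughly 60 µM downward over six points, against 10 nM purified firefly luciferase using Km concentrations of substrates (10 uM D-luciferin, 10 uM ATP) in Tris acetate pH 7.5 buffer; luminescence output.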
uPA generation: cell surface uPA generation inhibition; cell surface uPA generation assay, qHTS; AID 540303; hit rate 0.31% among 330,000; Potency, µM (doses to about 38.3 µM), for the others: at the top dose activity change, negative = inhibition, hits mostly inhibitors; active = well fitted inhibition curve with a large enough effect; inconclusive = small, poorly fitted or top-dose-only effect; inactive = no such curve, though single readings can be large or run the other way; tested in mouse RAW 264.7 cells; also: potency is read from the fitted curve at half-maximal effect; % is scaled to controls: 0 for no effect and ±100 for the full control effect; nearly all actives have a fitted effect of over 55% in size
Giardia kill: kills Giardia lamblia | activity change, % at 7.66 µM, hits read low | hit rate 0.15% among 340,000 | AID 540267 | Giardia lamblia trophozoite viability; in the data active = activity change below about -80%; inconclusive = between about -30% and that limit;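 also: parasites exposed to compound for two days anaerobically before the ATP read; % is scaled to controls: 0 for no effect and ±100 for the full control effect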
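Trophozoites 100 cells/well + cpd; 48 hrs, 37 deg C, anaerobic. ATPLite 1-Step added, 15-30 min RT, luminescence read (ATP-based viability).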
Rab9 promoter act: activators of Rab9 promoter; Potency, µM (top dose mostly 9.22 µM), without a hit: at the highest dose activation, negative = inhibition, usual class: activators; Huh7 Rab9 promoter-luciferase reporter, luminescence, 24 h; hit rate 2.8% among 320,000; also: potency is read from the fitted curve at half-maximal effect; % of control where 0% means no effect; nearly all actives have a fitted effect of over 60% in size
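Luminescence from Amplite-detected luciferase (10 minutes, ambient) reports Rab9 promoter activation. Before that, stable Rab9-luciferase Huh7 cells (1500/well, reduced-serum OP-MEM I plus 10% FBS) were exposed to compound for 24 hours at 37C.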
ELG1 genotoxic: genotoxicity induction in ELG1-luciferase HEK293T cells. HEK293T ELG1-luciferase reporter, luminescence, 16 h. Potency, µM (highest dose often 46 µM), for inactives: at the top dose activity change, positive = activation, usual class: activators. AID 504466. hit rate 1.3% among 330,000; also: potency is read from the fitted curve at half-maximal effect; % of control where 0% means no effect; nearly all actives have a fitted effect of over 60% in size
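Genotoxicity was scored as increased ELG1-luciferase reporter signal, measured by ONE-Glo luminescence (30 min, room temperature). Compound or vehicle exposure of the HEK293T reporter cells lasted 16 hr at 37°C.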
NPC1 prom act: activators of NPC1 promoter; Huh7 NPC1 promoter luciferase reporter, 24 h; Potency, µM (doses to about 9.22 µM), without a hit: at the top dose activation, most hits filed as activators; hit rate 2.4% among 320,000; AID 485313;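 also: potency is read from the fitted curve at half-maximal effect; % of control where 0% means no effect; nearly all actives have a fitted effect of over 60% in size; reporter is driven by a mutant NPC1 promoter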
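Huh7 cells stably carrying NPC1 promoter–luciferase, plated in Opti-MEM with 10% FBS for 2 h, were exposed to compound in DMSO for 24 h at 37 °C; luciferase reagent was added for 10 min and luminescence read.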
Tb PFK inh: inhibitors of T. brucei phosphofructokinase | O15648 | T. brucei PFK, ADP-Glo luminescence | Potency, µM (doses to about 57.5 µM), for inactives: at the highest dose activity, negative = inhibition, usual class: inhibitors | hit rate 0.17% among 330,000 | AID 485367;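 also: potency is read from the fitted curve at half-maximal effect; 0% = uninhibited 1x PFK enzyme wells and -100% = no-enzyme wells; nearly all actives have a fitted effect of over 60% in size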
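PFK 1.25 nM, F6P 0.5 mM, ATP 0.1 mM, 0.1 M TEA pH 8.0, 5 mM MgCl2, 0.01% Tween20, 0.1% BSA; 45 min RT. ADP-Glo readout. qHTS titration up to 57 uM; curves fitted, compounds curve-classed.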
FBPA coupling cs: coupling enzyme interference in Giardia aldolase counter-screen | activity change, negative = inhibition, % at 58.2 µM, hits read low | coupling enzyme system counterscreen, AmpLite Red fluorescence | hit rate 0.67% among 290,000; in the data active = activity change below about -30%; also: % is scaled to controls: 0 for no effect and ±100 for the full control effect
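Activity here indicates interference with the coupling reaction, not aldolase inhibition. Compounds at 57.5 uM final met coupling enzymes for 10 min at RT; substrate and AmpLite Red detection followed, with a 525/598 nm fluorescence read after 20 min.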
Gal4-VP16 FLuc: counter-screen for ROR gamma inhibitors: Gal4-VP16 reporter; Drosophila S2 Gal4-VP16 UAS-luciferase, luminescence, 20 h; Potency, µM (top dose mostly 53.6 µM), for inactives: top-dose activity, negative = inhibition, actives largely listed as inhibitors; hit rate 3.5% among 310,000; AID 2546;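 also: Gal4-VP16 expression switched on by copper sulfate through the metallothionein promoter; potency is read from the fitted curve at half-maximal effect; % is scaled to controls: 0 for no effect and ±100 for the full control effect; nearly all actives have a fitted effect of over 50% in size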
RORgamma inh: blocks mouse ROR gamma transcriptional activity; P51450; Drosophila S2 Gal4-RORgamma UAS-luciferase reporter, 20 h; Potency, µM (titrated, usually from 53.6 µM), inactives show at the top dose activity change, negative = inhibition, hits mostly inhibitors; hit rate 5.4% among 310,000; AID 2551; also: potency is read from the fitted curve at half-maximal effect; % is scaled to controls: 0 for no effect and ±100 for the full control effect; nearly all actives have a fitted effect of over 60% in size
Target sequence (P51450 whole entry, looked up, the tested form may be a part): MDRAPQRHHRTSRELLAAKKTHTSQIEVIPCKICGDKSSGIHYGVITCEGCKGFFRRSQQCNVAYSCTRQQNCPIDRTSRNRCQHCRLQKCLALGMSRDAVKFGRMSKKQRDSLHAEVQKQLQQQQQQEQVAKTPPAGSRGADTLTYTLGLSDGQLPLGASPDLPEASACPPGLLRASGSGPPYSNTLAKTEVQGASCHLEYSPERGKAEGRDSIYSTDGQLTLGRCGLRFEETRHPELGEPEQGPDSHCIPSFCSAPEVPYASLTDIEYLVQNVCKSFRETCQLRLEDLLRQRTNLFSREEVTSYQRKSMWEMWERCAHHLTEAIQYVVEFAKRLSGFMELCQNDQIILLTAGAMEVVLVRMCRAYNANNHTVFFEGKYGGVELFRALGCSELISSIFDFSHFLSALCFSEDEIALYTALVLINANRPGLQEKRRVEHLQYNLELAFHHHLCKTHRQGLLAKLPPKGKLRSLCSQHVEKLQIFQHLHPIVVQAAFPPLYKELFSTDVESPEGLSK
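Compounds are pin-transferred onto Drosophila Schneider cells expressing a copper-inducible Gal4–ROR gamma transactivation domain fusion. After 1 hr, copper sulfate is added to 700 uM final; luciferase is read 20 hr later.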
Starred values were filed as active, the others as inactive; ? = inconclusive; . = no result given; & = joins results of further samples; [ ] = dose if it differs, or a comment. Unless noted, calls follow the shape of the dose curve; as a rule, active = well fitted curve in the direction sought with a large enough effect; inconclusive = small, poorly fitted or top-dose-only effect, or another doubt; inactive = no such curve, though single readings can be large; an effect the other way counts as inactive or inconclusive.

Results follow in this order: Giardia kill, KCNH2 3.1 block, Gal4-VP16 FLuc, FBPA coupling cs, Tb PFK inh, uPA generation, NPC1 prom act, FLuc modulator, RORgamma inh, Rab9 promoter act, ELG1 genotoxic
> CCOC(=O)c1c(NC(=O)Cc2ccccc2)sc2c1CCN(CC)C2
    3, 3, 2%, -1, 2%, -2%, 1%, -2%, -1%, -4%, 2%
> Nn1c(SCC(=O)Nc2ccc3c(c2)OCCO3)nncc1=O
    13, 17, -8%, -2, 2%, -3%, -1%, 21µM*, 8%, 16%, 0%
> N#Cc1nc(-c2ccc(F)cc2)oc1N1CCC(C(N)=O)CC1
    3, 14, 3%, 0, -6%, -4%, -1%, -6%, 15%, 1%, 2%
> Cc1cc(C)n(-c2ccc([N+](=O)[O-])cc2)n1
    3, -107*, 21%, 1, 0%, 0%, -3%, 0%, 11%, -2%, 2%
> Cc1ccc(S(=O)(=O)Nc2nnc(C3CCCCC3)s2)cc1
    4, 10, -3%, 11, -4%, -1%, 0%, 0%, -23%, 0%, 3%
> Cc1cccnc1NC(=O)c1ccc(OCc2c(C)noc2C)cc1
    -4, 1, 28%, ., 8%, -14%, -4%, ?, 17%, 1%, ?
> c1ccc(CSc2nnc3ccc(-c4cccs4)nn23)nc1
    6, -18, -4%, -11, 0%, 4%, 4%, ., 32%, 10%, 7%
> CCCOc1ccc2oc(=O)c3c(c2c1)CCCN3C(=O)CN1CCCC(C(=O)OCC)C1 (stereo unspecified)
    31[activator], -27, ?, -3, 7%, -9%, 1%, -1%, 22%, -5%, -4%
> CCCNC(=O)CNC(=O)c1ccc(C#N)cc1
    -27, 4, ., ., 0%, 5%, ., ., ., ., 2%
> Cc1ccc2c(Cl)cc(Cl)c(OCC(=O)NC3CCS(=O)(=O)C3)c2n1 (stereo unspecified)
    -6, -16, 11µM*, 0, 0%, -3%, -1%, -9%, 8.9µM*, -5%, -9%
> Brc1ccc(-c2nnc(-c3ccccc3)c(N3CCSCC3)n2)cc1
    -11, -12, 6%, 3, -2%, -1%, 1%, ?, 6%, 5%, -1%
> C=CCN1CCc2nc(N)sc2CC1
    15, 8, -6%&2%&0%, 0&-1, -1%, 21%, 1%, 5%, -1%, 0%, 1%
> COc1cccc(C(C(=O)NCc2ccco2)N(Cc2ccco2)C(=O)Cn2nnc3ccccc32)c1 (stereo unspecified)
    23, -18, 6%, -7, 0%, 12%, 2%, -3%, -11%, 14%, 2%
> CCOc1ccc(C(=O)Nc2c3c(nn2-c2ccccc2)CS(=O)(=O)C3)cc1
    20, 11, -8%, ., 0%, -13%, 5%, 2%, 0%, 7%, -2%
> CC(C)(C)OC(=O)NCc1ccc(CNC(=O)c2[nH]cnc2C(=O)NC2CCN(C(=O)OC(C)(C)C)CC2)cc1
    3, ., ., ., 4%, ?, -5%, -1%, ., -7%, -9%
> O=S(=O)(c1ccc(Br)c2ccccc12)N1CCOCC1
    -21, -3, 3%, 0, -1%, 3%, -1%, 2%, 22%, -3%, -1%
> COc1cccc(CN2CCN(Cc3ccc(O)c(OC)c3)CC2CCO)c1 (stereo unspecified)
    2, 8, -5%, 2, -3%, ., 0%, -1%, -28%, -10%, 0%
> CCOC(=O)c1cc(NC(=O)c2ccc(Cl)cc2)c(=O)oc1-c1ccccc1
    -4, -6, 1%, 2, 1%, -1%, -3%, 3%, 7%, -12%, 0%
> CSCC[C@H](NC(=O)OC(C)(C)C)C(=O)N/N=C/c1c(C)[nH]c(=O)[nH]c1=O
    -23, 2, 10%, 3, -3%, 2%, -2%, 0%, -18%, -5%, 6%
> COc1ccc(/C(C)=N/NC(=O)C2C3CCCCC32)c(OC)c1 (stereo unspecified)
    3, -9, 11%, 1, 4%, 2%, 0%, 3%, 5%, -1%, -1%

In another format: 2 of the compounds above.
> CCCOc1ccc2oc(=O)c3c(c2c1)CCCN3C(=O)CN1CCCC(C(=O)OCC)C1 (stereo unspecified)
  Giardia kill = 31[activator]; KCNH2 3.1 block = -27; Gal4-VP16 FLuc = ?; FBPA coupling cs = -3; Tb PFK inh = 7%; uPA generation = -9%; NPC1 prom act = 1%; FLuc modulator = -1%; RORgamma inh = 22%; Rab9 promoter act = -5%; ELG1 genotoxic = -4%
> C=CCN1CCc2nc(N)sc2CC1
  Giardia kill = 15; KCNH2 3.1 block = 8; Gal4-VP16 FLuc = -6%&2%&0%; FBPA coupling cs = 0&-1; Tb PFK inh = -1%; uPA generation = 21%; NPC1 prom act = 1%; FLuc modulator = 5%; RORgamma inh = -1%; Rab9 promoter act = 0%; ELG1 genotoxic = 1%

Next compounds:
Results follow in this order: Giardia kill, KCNH2 3.1 block, Gal4-VP16 FLuc, FBPA coupling cs, Tb PFK inh, uPA generation, NPC1 prom act, FLuc modulator, RORgamma inh, Rab9 promoter act, ELG1 genotoxic
> Cc1[nH]c(C)c(S(=O)(=O)N(Cc2ccccc2)C(C)C)c1C(=O)N1CCCC1
    -15, 19, -3%, 1, -9%, 0%, 0%, 4%, -8%, 0%, 1%
> COc1ccc(C(=O)COC(=O)c2ccc([N+](=O)[O-])s2)cc1OC
    -5, -22, ., ., -2%, -22%, -2%, 2%, ., -1%, 0%
> O=C(Nc1cccnc1)Nc1cccc([N+](=O)[O-])c1
    13, -23, 1%, 0, -8%, 6%, 11%, -18%, 17%, 5%, -8%
> Cc1cn(-c2cc(NC(=O)c3ccc(C)c(NC(=O)c4cccc(-c5cn[nH]c(=O)c5)c4)c3)cc(C(F)(F)F)c2)cn1
    -13, -1, 12%, -1, 1%, 7%, -10%, 0%, 10%, -7%, -11%
> Cn1c(=O)c2sccc2n2c(CCCC(=O)N3CCCCC3)nnc12
    6, 5, -11%, ., 4%, 1%, -3%, -3%, -4%, 0%, 0%
> Cn1nnnc1P(=O)(c1ccccc1)c1ccccc1
    -16, 12, -4%, 1, -5%, 13%, 2%, 3%, 2%, 8%, -1%
> OC(CSc1c(Cl)cccc1Cl)CN1CCN(c2ccc(F)cc2)CC1 (stereo unspecified)
    18, -5, -4%, 0, -2%, ., 1%, 0%, 23%, -1%, -5%
> O=C(CCc1ccccc1)NC(=S)Nc1ccc2c(c1)C(=O)OC2
    2, -16, -18%, -1, 2%, 23%, -7%, 4%, -7%, -5%, -2%
> CN(C)CCCN(C(=O)c1ccc(S(=O)(=O)N(C)Cc2ccccc2)cc1)c1nc2cc3c(cc2s1)OCO3
    3, ?, ?, -1, -1%, 1%, 3%, 0%, 8.9µM*, -5%, 0%
> COc1ccccc1NC(=S)N(CCc1c(C)[nH]c2ccccc12)Cc1cccs1
    -24, -10, -4%, -2, 0%, -15%, -1%, 2%, ?, -3%, -20%
> COc1ccccc1N1CCN(C(=O)CN(Cc2ccc(Cl)cc2)S(C)(=O)=O)CC1
    -2, 2, -1%, -1, 0%, 17%, 2%, 5%, -17%, 0%, -14%
> O=C(COc1ccccc1N1C(=O)c2ccccc2C1=O)c1ccc(Cl)cc1
    3, -20, 16%, -2, -14%, -1%, 13%, 4%, 3%, 15%, 18µM*
> COc1ccccc1-c1cc(C(=O)NCc2ccccc2)no1
    1, -3, 1%, 3, -20%, ., 0%, 24µM*, ?, -1%, -2%
> Cc1cc(C)nc(NNC2=CC(=O)CC(C)(C)C2)n1
    -5, -4, 5%, -7, -1%, -7%, 1%, 8%, 18µM*, -4%, -4%
> COC(=O)c1ccc(N=CC2=C(O)CC(c3ccccc3)CC2=O)cc1 (stereo unspecified)
    1, -7, -3%, 1, 1%, 0%, 2%, -1%, 16%, 15%, 0%
> CCCCC(=O)c1ccc(O)cc1
    14, 7, -2%, 0, 0%, -5%, -4%, -12%, 19%, -4%, 8%
> COc1ccccc1N1CCN(C(=O)c2cc3c(=O)n4ccccc4nc3s2)CC1
    12, -7, ., ., 0%, 13%, 1%, 2%, ., -4%, 1%
> COC(=O)c1cc(NC(=O)c2cc(C(C)(C)C)nn2Cc2ccc(F)cc2)ccc1N1CCOCC1
    ?, -7, -1%, -13, 2%, ?, -3%, 5%, ?, 0%, -10%
> O=C(Cc1ccccc1)Nc1nnc(-c2cccs2)s1
    ?, 7, 10%, 0, 2%, -4%, ?, -1%, -17%, ?, ?
> O=C(Nc1ccc2c(c1)Cc1ccccc1-2)c1cccnc1
    -5, -8, -8%, 0, -3%, -4%, ?, 6.7µM*, -13%, 3.2µM*, -1%
> O=C(NC1CC1)c1ccc(CSCc2ccccc2Cl)o1
    15, 2, -12%, ., 1%, 7%, 0%, ?, ?, -2%, 13%
> CCOc1ccccc1C(=O)NC(C(=O)Nc1ccccc1N1CCOCC1)C(C)C (stereo unspecified)
    5, -11, 1%, -1, 0%, ., 1%, 2%, 43%, 1%, 1%

Rows were taken by chance, and some 14% of all compounds hit somewhere here.
